# ELG1 genotox – genotoxicity induction in ELG1-luciferase HEK293T cells. 1.3% of 330,000 active. HEK293T ELG1-luciferase reporter, luminescence, 16 h. Potency, µM (top dose mostly 46 µM), for the others: at the highest dose activity change, positive = activation, hits mostly activators. AID 504466; note: potency is the fitted concentration of half-maximal effect; % of control where 0% means no effect; nearly all actives have a fitted effect of over 60% in size
#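 Reporter readout depends on ELG1 protein level, which increases with genetic stress. After 16 hr compound exposure at 37 °C, luciferase activity was quantified using ONE-Glo.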
# PKM2 act – activators of human pyruvate kinase M2; 0.34% of 260,000 active; Potency, µM (titrated, usually from 57.5 µM), for the others: at the top dose activation, most hits filed as activators; P14618; purified PKM2, Kinase-Glo ATP luminescence, activation; response scale: 0% is enzyme alone, no compound; note: potency is the fitted concentration of half-maximal effect; % is set by controls: 0 for no effect and ±100 for the full control effect; nearly all actives have a fitted effect of over 55% in size
# Target sequence (P14618 whole entry, looked up): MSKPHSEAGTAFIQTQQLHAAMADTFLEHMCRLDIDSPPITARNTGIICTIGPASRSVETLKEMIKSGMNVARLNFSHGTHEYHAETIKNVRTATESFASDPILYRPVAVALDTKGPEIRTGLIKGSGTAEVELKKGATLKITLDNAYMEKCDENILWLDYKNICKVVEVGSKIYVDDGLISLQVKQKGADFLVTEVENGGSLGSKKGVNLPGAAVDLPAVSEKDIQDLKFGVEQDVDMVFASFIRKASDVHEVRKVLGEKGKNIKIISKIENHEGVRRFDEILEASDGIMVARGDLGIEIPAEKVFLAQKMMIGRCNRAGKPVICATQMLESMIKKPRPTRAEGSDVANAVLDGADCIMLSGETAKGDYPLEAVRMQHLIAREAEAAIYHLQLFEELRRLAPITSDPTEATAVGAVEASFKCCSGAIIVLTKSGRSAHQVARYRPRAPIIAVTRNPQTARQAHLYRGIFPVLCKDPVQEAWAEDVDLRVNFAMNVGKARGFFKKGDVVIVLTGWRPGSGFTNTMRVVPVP
#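 ATP formation by purified human PK-M2, quantified via coupled luciferase luminescence after 1 h at room temperature with 0.1 mM ADP and 0.5 mM PEP final.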
# BRCA1 expr act – activators of BRCA1 expression; MCF7-BRCA1-FFLuc reporter, luminescence, 48 h; response scale: scaled: vehicle 0%, 10 µM genistein 100%; Potency, µM (top dose mostly 46.1 µM), for inactives: top-dose activation, hits mostly activators; 1.1% of 380,000 active; note: potency is the fitted concentration of half-maximal effect; nearly all actives have a fitted effect of over 80% in size; some results filed as inactive show a strong effect at the top dose
#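 48 h compound treatment of MCF7-BRCA1-FFLuc cells (phenol-red free MEM, 37 °C), then 15 min with luciferase substrate and luminescence imaging.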
# NPC1 promoter act – activators of NPC1 promoter; 2.4% of 320,000 active; Potency, µM (titrated, usually from 9.22 µM), without a hit: top-dose activation, hits mostly activators; AID 485313; Huh7 NPC1 promoter luciferase reporter, 24 h;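 note: potency is the fitted concentration of half-maximal effect; % of control where 0% means no effect; nearly all actives have a fitted effect of over 60% in size; reporter is driven by a mutant NPC1 promoter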
#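 Stably transfected Huh7 (NPC1 promoter→luciferase), 1500 cells/well in Opti-MEM + 10% FBS, 2 h settle, then compound 24 h at 37 °C. Luminescence after 10 min with Amplite reagent.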
# Menin MLL FP TR – inhibitors of human menin-MLL interaction, mutant MLL peptide; O00255; Menin + Texas Red MLL mutant peptide, fluorescence polarization; Potency, µM (doses to about 61.6 µM), for the others: top-dose FP activity change, negative = inhibition, most hits filed as inhibitors; 0.23% of 270,000 active; active = well fitted inhibition curve with a large enough effect in the polarisation, with a control signal flat, not every such curve was filed as active; inconclusive = small, poorly fitted or top-dose-only effect, or effect the other way, or a change in a side signal; inactive = no such curve, though single readings can be large or run the other way; the % refers to the polarisation; note: potency is the fitted concentration of half-maximal effect; % of control where 0% means no effect; many of its hits are not listed in these tables
# FLuc counter – firefly luciferase modulation, counter-screen for miR-21 project | P08659 | purified FLuc, Km substrates, luminescence inhibition | Potency, µM (series often up to 57.5 µM), inactives show top-dose activity change, negative = inhibition, most hits filed as inhibitors | 6.9% of 360,000 active | AID 588342;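 note: potency is the fitted concentration of half-maximal effect; plate controls were vehicle for no effect and reference inhibitor for full effect; nearly all actives have a fitted effect of over 55% in size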
# Target sequence (P08659 whole entry, looked up): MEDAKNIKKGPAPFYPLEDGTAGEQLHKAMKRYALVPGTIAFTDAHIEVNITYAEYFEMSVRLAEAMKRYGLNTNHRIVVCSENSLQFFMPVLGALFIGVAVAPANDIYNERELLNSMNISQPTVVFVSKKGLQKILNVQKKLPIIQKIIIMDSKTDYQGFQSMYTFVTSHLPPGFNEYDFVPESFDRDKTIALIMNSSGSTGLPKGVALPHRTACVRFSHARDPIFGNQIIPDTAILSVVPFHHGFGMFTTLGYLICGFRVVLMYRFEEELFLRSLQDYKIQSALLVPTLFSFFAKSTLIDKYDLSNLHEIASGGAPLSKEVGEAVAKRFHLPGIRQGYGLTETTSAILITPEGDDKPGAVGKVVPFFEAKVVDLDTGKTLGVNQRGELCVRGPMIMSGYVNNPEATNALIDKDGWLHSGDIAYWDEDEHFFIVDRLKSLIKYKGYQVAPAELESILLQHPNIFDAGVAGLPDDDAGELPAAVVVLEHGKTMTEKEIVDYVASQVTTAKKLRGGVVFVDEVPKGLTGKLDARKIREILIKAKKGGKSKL
#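 Biochemical qHTS of compounds, final roughly 60 µM downward over six points, against 10 nM purified firefly luciferase using Km concentrations of substrates (10 uM D-luciferin, 10 uM ATP) in Tris acetate pH 7.5 buffer; luminescence output.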
# p53 reactivator – re-activators of mutant p53 | H1299 p53-A138V BP100-luciferase reporter, luminescence, 24 h | Potency, µM (doses to about 92.2 µM), without a hit: at the highest dose activity change, positive = activation, actives largely listed as activators | 0.063% of 320,000 active; note: potency is the fitted concentration of half-maximal effect; % of control where 0% means no effect; nearly all actives have a fitted effect of over 45% in size
#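 p53-null H1299 cells stably carrying temperature-sensitive p53-A138V and a BP100-luciferase reporter were pinned with compounds (4-point, 1:5 series) and held 24 hrs at 37 deg C. Luminescence was read 10 min after detection reagent.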
# VP16 counter – inhibits Gal4-VP16 luciferase reporter, ROR gamma counter-screen; Potency, µM (series often up to 53.6 µM), without a hit: at the highest dose activity, negative = inhibition, actives largely listed as inhibitors; Drosophila S2 Gal4-VP16 UAS-luciferase, luminescence, 20 h; 3.5% of 310,000 active;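 note: Gal4-VP16 expression switched on by copper sulfate through the metallothionein promoter; potency is the fitted concentration of half-maximal effect; % is set by controls: 0 for no effect and ±100 for the full control effect; nearly all actives have a fitted effect of over 50% in size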
# Giardia kill – kills Giardia lamblia | Giardia lamblia trophozoite viability | activity change, % at 7.66 µM, hits read low | 0.15% of 340,000 active | AID 540267; in the data active = activity change below about -80%; inconclusive = between about -30% and that limit;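 note: parasites exposed to compound for two days anaerobically before the ATP read; % is set by controls: 0 for no effect and ±100 for the full control effect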
#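 Giardia lamblia trophozoites (100 cells/well) were incubated with compounds for 48 h at 37 deg C under anaerobic conditions. Viability was read as ATP content by one-step luminescence after 15-30 min at room temperature.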
# Rab9 prom act – Rab9 promoter activation. Huh7 Rab9 promoter-luciferase reporter, luminescence, 24 h. Potency, µM (doses to about 9.22 µM), inactives show top-dose activation, negative = inhibition, usual class: activators. 2.8% of 320,000 active. AID 485297; note: potency is the fitted concentration of half-maximal effect; % of control where 0% means no effect; nearly all actives have a fitted effect of over 60% in size
#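 Quantitative HTS format; Huh7 Rab9-luciferase reporter cells (1500/well) receive compound 2 h post-plating, incubate 24 h at 37 °C, then get luciferase reagent for 10 min before luminescence reading.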
# RORgamma inh – inhibitors of mouse ROR gamma transcriptional activity; 5.4% of 310,000 active; Potency, µM (doses to about 53.6 µM), for the others: at the top dose activity change, negative = inhibition, hits mostly inhibitors; P51450; Drosophila S2 Gal4-RORgamma UAS-luciferase reporter, 20 h; note: potency is the fitted concentration of half-maximal effect; % is set by controls: 0 for no effect and ±100 for the full control effect; nearly all actives have a fitted effect of over 60% in size
#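 Luciferase reporter read in Schneider cells carrying Gal4-RORγ (mouse) and UAS-Photinus luciferase; cells given compound 1 h before 700 uM copper sulfate induction, then incubated 20 h at ambient temperature.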
# * = called active by the depositor; ? = inconclusive; nt = no result given; & = joins results of further samples; [ ] = remark or other dose. Unless noted, calls come from the whole dose curve; as a rule, active = well fitted curve in the direction sought with a large enough effect; inconclusive = small, poorly fitted or top-dose-only effect, or another doubt; inactive = no such curve, though single readings can be large; an effect the other way counts as inactive or inconclusive.
SMILES,ELG1 genotox,PKM2 act,BRCA1 expr act,NPC1 promoter act,Menin MLL FP TR,FLuc counter,p53 reactivator,VP16 counter,Giardia kill,Rab9 prom act,RORgamma inh
Cc1ccc(S(=O)(=O)NCC2CCC(C(=O)NCc3ccc4c(c3)OCO4)CC2)cc1 (configuration not stated),-5.3%,-10.5%,0.7%,-1.3%,nt,-1.6%,-5.1%,-6.5%,22.5,-3.0%,2.8%
CC(=O)OCC(=O)[C@@]1(O)CC[C@H]2[C@@H]3CCC4=CC(=O)C=C[C@]4(C)[C@@]3(Cl)[C@@H](Cl)C[C@@]21C,6.3%,-9.1%,-16.5%,-1.2%,nt,0.6%,-3.2%,-1.3%,-5.0,-1.1%,5.6%
O=C(CCCCCNc1nc(=S)[nH]c2ccccc12)NCCc1c[nH]c2ccccc12,-11.4%,-3.5%,-48.7%,0.2%,19.0%,?,-12.9%,?,6.8,0.6%,?
CCOc1ccccc1CNCCNCC(C)O (configuration not stated),2.2%,1.7%,1.0%,-3.7%,-0.3%,0.9%,-1.1%,-3.7%,-0.2,2.9%,-6.3%
COCCNC(=O)/C(C#N)=C/c1ccc(N2CCOCC2)o1,-1.0%,-6.8%,-1.7%,1.0%,10.6%,-9.9%,12.0%,?,-9.8,-2.1%,3.0%
O=C(CCSCc1ccccc1Cl)N1CCN(c2cccc(Cl)c2)CC1,-7.0%,-3.0%,3.7%,-3.8%,?,-1.4%&-10.5%,2.2%,-1.2%,-9.9,1.9%,7.3%
COc1ccc(CCNC(=O)CCCCC(=O)NCCc2ccc(OC)cc2)cc1,0.8%,1.0%,-0.5%,-1.0%,6.0%,-0.1%,nt,-0.9%,5.5,-1.2%,15.9%[1.91 µM]
CCOc1ccc(N2C(=O)CC(NCc3ccc(S(N)(=O)=O)cc3)C2=O)cc1 (configuration not stated),-2.8%,-1.4%,5.3%,0.8%,nt,0.5%,1.6%,6.1%,9.5,1.3%,1.1%
O=C(NC1CCS(=O)(=O)C1)c1cccs1 (configuration not stated),7.3%,1.0%,-5.4%,-1.2%,-0.1%,3.2%,-0.9%,-8.9%,0.5,4.8%,-4.0%
Cn1sc(NC(=O)c2ccccc2Cl)nc1=O,4.4%,-1.7%,29.1%,-7.9%,-4.0%,19µM*,7.0%,0.0%,-5.2,-0.5%,-15.1%
COc1ccc2c(c1)C1NC(=S)NC(C)(O2)C1C(=O)Nc1ccccc1C (configuration not stated),-0.7%,-8.2%,0.0%,-1.0%,-1.6%,0.2%,0.6%,2.9%,-21.1,-3.0%,16.6%
O=C(CSc1ccc2nnc(-c3ccc(Cl)cc3)n2n1)N1CCCC1,-4.9%,-4.8%,1.8%,-1.3%,3.9%,-1.9%,12.7%,-7.3%,-28.1,-2.9%,35.5%
Cc1c(C(=O)NCc2ccccc2Cl)oc2c1C(=O)CCC2,8.9%,-1.1%,nt,0.6%,-2.0%,-16.8%,-2.6%,19.1%,nt,19.2%,21.0%
O=C(NCCc1ccc(F)cc1)N[C@@H](Cc1ccccc1)C(=O)O,0.5%,nt,1.7%,-0.6%,-12.8%,0.4%,-3.2%,12.3%,12.8,-2.2%,-35.9%
Cc1ccc(S(=O)(=O)N2CCN(c3ccc(C(=O)N4CCOCC4)cc3[N+](=O)[O-])CC2)cc1,-4.0%,0.6%,-23.7%,-1.2%,-17.4%,-1.8%,-0.6%,-26.1%,-9.1,-2.1%,?
COc1ccc(N2C(=O)CC2(C#N)c2ccc(OCc3ccccc3)cc2)cc1 (configuration not stated),-0.7%,3.1%,16.9%,-7.0%,-8.9%,3.2%,0.5%,-1.2%,4.0,-0.4%,8.7%
Cc1ccccc1OCCn1cc(C=O)c2ccccc21,12.9%,6.8%,-12.7%,-0.1%,-14.3%,2.5%,-13.6%,?,-4.5,-0.2%,?
COc1ccc(Cl)cc1NC(=O)CSc1sc2c(O)cc(=O)[nH]c2c1C#N,5.1%,2.4%,-3.6%,-2.1%,?,-2.7%,-0.3%,-3.8%,6.5,2.7%,-2.8%
COc1ccc(-c2nc(=S)c3c([nH]2)Oc2ccc(C)cc2C3)cc1O,1.6%,-22.8%,-62.9%,18.6%,?,-3.5%,-15.1%,3.4%,23.2,14.5%,26.5%
COc1cc(OC)cc(N2C(=O)CC(N3CCC(C(=O)N4CCCCC4)CC3)C2=O)c1 (configuration not stated),0.8%,2.8%,10.5%,8.3%,nt,0.1%,10.8%,?,31.6[activator],6.3%,-0.3%
CCN(CC)S(=O)(=O)c1ccc(Cl)c(NC(=O)c2ccncc2)c1,-5.3%,-5.7%,43.4%,-3.7%,14.1%,0.0%,-1.0%,0.9%,-15.6,-0.4%,13.7%
O=c1c2ccccc2c(C=NCc2ccccn2)c(O)n1-c1ccccc1,-2.1%,1.6%,6.5%,-2.5%,1.1%,3.6%,-12.8%,-16.4%,-28.6,-7.4%,?
O=C1CN(C(=O)C2CCCC2)CCN1,0.1%,4.1%,-1.7%,0.8%,1.3%,-1.2%,-4.5%,-0.2%,-12.3,-0.5%,-0.8%
Cn1c(CC(=O)Nc2ccccc2)n[nH]c1=S,2.6%,-4.7%,0.0%,-6.7%,-7.2%,3.7%,2.9%,-6.1%,-9.6,1.4%,0.8%
Cc1ccc2nc3c(cc(C(=O)NCC4CCCO4)n3C)c(=O)n2c1 (configuration not stated),-0.7%,10.6%,nt,-1.8%,13.0%,0.4%,?,-3.8%,nt,16.8%,6.3%
SMILES,ELG1 genotox,PKM2 act,BRCA1 expr act,NPC1 promoter act,Menin MLL FP TR,FLuc counter,p53 reactivator,VP16 counter,Giardia kill,Rab9 prom act,RORgamma inh
COc1ccc(C(=O)Nc2ccccc2C(=O)N2CCOCC2)cc1OC,-1.0%,nt,-13.3%,-4.0%,-3.6%,-1.8%,-2.2%,2.6%,18.2,-5.3%,-3.9%
CC(C(=O)N1CCCCCC1)c1ccc([N+](=O)[O-])cc1 (configuration not stated),-2.4%,-2.5%,2.1%,9.0%,-24.2%,-1.8%,-3.4%,8.9%,2.5,8.7%,2.3%
COc1ccc(C(=O)NC2CCN(C(=S)Nc3cccc(C)c3C)CC2)cc1,?,-8.3%,-11.3%,-5.8%,?,-2.2%,4.4%,0.0%,9.0,-2.4%,-3.0%
O=C(Nc1nnc(/N=C/c2ccco2)s1)c1ccc(F)cc1,9.0%,-8.5%,75.5%,13.8%,-15.5%,-18.5%,6.0%,18.5%,?,12.3%,-1.7%
O=C(NCc1nnc(SCC(=O)N2CCCCC2)o1)c1c(F)cccc1Cl,2.9%,nt,7.8%,-0.5%,nt,-0.3%,-2.5%,3.2%,9.4,-3.9%,5.6%
CN(C)C(=O)COC(=O)c1cccnc1Nc1ccccc1F,2.6%,-2.0%,16.1%,-1.5%,-13.6%,1.1%,-6.5%,2.2%,-12.7,-5.9%,11.4%
Cc1ccccc1C(=O)N1CCC(C(=O)Nc2ccc(C)c(S(=O)(=O)N3CCCCC3)c2)CC1,-0.1%,nt,-45.9%,-14.8%,nt,8.7%,4.7%,nt,13.2,-19.2%,nt
Cc1ccccc1-n1c(C)cc(/C=C2\NC(=O)NC2=O)c1C,14.6µM*,-0.8%,10µM*,3.55µM*,-12.9%,1.9µM*,?,?,-27.5,?,-20.9%
Cc1cc(O)cc(O)c1C(=O)Cc1cnn(-c2ccccc2)c1,-0.7%,11.8%,3.4%,5.1%,?,?,7.3%,0.355µM*,-4.3,1.3%,0.199µM*
Cc1occc1C(=O)Nc1c(F)c(F)c(F)c(F)c1F,2.4%,-14.5%,6.0%,2.0%,?,-1.4%,2.6%,-18.9%,-4.3,15.7%,-4.0%
CN(C)/C=C/C(=O)c1ccc2noc(-c3cccc(F)c3)c2c1,-10.4%,nt,-34.7%,-2.9%,-3.7%,-18.6%,-2.0%,-4.3%,18.3,0.9%,8.6%
CCOC(=O)N1CCN(S(=O)(=O)c2ccc(OC)cc2)CC1,-1.8%,-3.6%[11.5 µM],-9.9%,-2.6%,6.9%,1.1%,10.1%,-4.4%,-14.2,10.0%,2.3%
Cc1cc(C)c(S(=O)(=O)Nc2nnc(CC(C)C)s2)c(C)c1,-0.4%,0.4%,1.9%,-2.3%,11.2%,-5.2%,-1.9%,0.7%,8.1,-7.5%,?
COC(=O)C1CCCCN1C(=O)c1cc(COc2cccc3cccnc23)on1 (configuration not stated),-5.9%,-8.0%,-2.7%,-4.4%,nt,-0.4%,-9.3%,3.8%,-1.6,-0.8%,39.6%

# Bioassay records (PubChem BioAssay)

# The list is partial, so the mix of outcomes need not match the whole.
